CHRM4 PAM – potentiates acetylcholine response at human M4 receptor; AID 624126; activation, % at 3 µM; CHO-K1 hM4/Gqi5, Fluo-8 calcium fluorescence, ACh EC20; 0% = ACh EC20, 100% = maximal ACh; 360,000 tested, 0.4% active;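 active means activation above its plate's cutoff, the mean activation of sample wells plus 3 SD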; further: some results filed as inactive read as strong as hits
CHRM5 antagonist – blocks acetylcholine activation of human M5 receptor | inhibition, % at 3 µM | AID 624040 | 360,000 tested, 0.59% active | CHO-hM5 cells, Fluo-8 calcium fluorescence, ACh EC80 | P08912;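 active means inhibition above a per-plate cutoff, the mean of that plate's test compounds plus 3 SD, cut at about 27% in these data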;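 further: 0% = acetylcholine EC80 with DMSO and 100% = DMSO without agonist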
Target sequence (P08912 whole entry, looked up): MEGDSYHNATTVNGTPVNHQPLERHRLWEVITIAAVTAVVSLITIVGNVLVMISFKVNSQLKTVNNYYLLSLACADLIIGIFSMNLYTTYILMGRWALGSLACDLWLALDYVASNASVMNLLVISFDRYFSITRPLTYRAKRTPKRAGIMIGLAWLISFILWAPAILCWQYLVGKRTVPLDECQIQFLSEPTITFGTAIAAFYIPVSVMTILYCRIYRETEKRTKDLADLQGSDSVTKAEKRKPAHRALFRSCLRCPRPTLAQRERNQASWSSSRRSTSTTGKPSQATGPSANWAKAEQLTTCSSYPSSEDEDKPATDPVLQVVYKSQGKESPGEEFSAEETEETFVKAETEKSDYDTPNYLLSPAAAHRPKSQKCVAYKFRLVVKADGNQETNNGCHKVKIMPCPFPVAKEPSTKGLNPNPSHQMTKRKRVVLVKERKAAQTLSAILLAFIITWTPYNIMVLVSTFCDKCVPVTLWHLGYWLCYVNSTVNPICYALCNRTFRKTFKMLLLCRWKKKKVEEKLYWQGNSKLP
M5 PAM – CHRM5 positive allosteric modulation; CHO-K1 hM5, Fluo-8 calcium, ACh EC20 PAM; 0% = ACh EC20, 100% = ACh EC100; 360,000 tested, 0.3% active; P08912; activation, % at 3 µM; AID 624038;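 active means activation above the run cutoff, the mean activation of all test compounds plus 3 SD, cut at about 18% in these data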
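Replicates: One well per compound, no replicates | System: Human M5 receptor in CHO-K1 cells | Benchmarks: Low control EC20 acetylcholine (0%), high control EC100 acetylcholine (100%) | Probe or stimulus: Acetylcholine, EC20 level | Times: Fluo-8 loading 80 min at 37 °C plus 30 min room temperature | Signal: Intracellular calcium via Fluo-8 fluorescence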
CRFBP-R2 block – antagonists of CRF-binding protein/CRF-R2 receptor complex. HEK293 CRF-R2/CRF-BP, CRF-induced calcium fluorescence. inhibition, % at 11.8 µM. 350,000 tested, 0.59% active. AID 588475;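 active means inhibition of the ligand-induced calcium signal above about 50% at the single tested concentration, limit read from the data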
CRFBP-R2 agonist – CRF-BP/CRF-R2 complex agonism. 350,000 tested, 0.46% active. activation, % at 13.2 µM. HEK293 CRF-R2/CRF-BP, calcium dye fluorescence (FLIPR); percent of saturating CRF peptide response;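 active means activation of at least 50%, plus an integration ratio under a set limit after plate pattern correction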;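 further: plate controls were neutral control wells without compound for no effect and CRF at EC100 for full effect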
TAAR1 agonist – human TAAR1 agonism; Q96RJ0; CHO RD-HGA16 TAAR1, Fluo-8 calcium fluorescence; vehicle wells 0%, saturating PEA agonist 100%; activation, % at 3 µM; 360,000 tested, 0.99% active;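 active means activation above the mean activation of all test compounds in the run plus 3 SD, cut at about 38% in these data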
Target sequence (Q96RJ0 whole entry, looked up): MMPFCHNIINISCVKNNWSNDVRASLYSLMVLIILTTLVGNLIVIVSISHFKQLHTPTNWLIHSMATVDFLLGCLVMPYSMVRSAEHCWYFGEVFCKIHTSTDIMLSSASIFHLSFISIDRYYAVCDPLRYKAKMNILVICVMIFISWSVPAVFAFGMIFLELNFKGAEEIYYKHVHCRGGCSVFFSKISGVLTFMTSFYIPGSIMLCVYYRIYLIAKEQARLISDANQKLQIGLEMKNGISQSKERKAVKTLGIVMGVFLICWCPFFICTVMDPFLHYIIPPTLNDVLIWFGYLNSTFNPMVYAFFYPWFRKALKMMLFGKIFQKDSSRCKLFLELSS
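test system = CHO RD-HGA16 cells carrying human TAAR1 plus Gα16 | schedule = 17-24 h seeding, 75 min 37 °C dye, 30 min RT | compound dosing = 3 µM single concentration | control set = DMSO and PEA EC100 | replicates = n 1 | signal = Fluo-8 fluorescence, 5 s baseline then 140 s kinetic read | measure = percent activation vs PEA EC100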
TAAR1 antagonist – antagonists of human TAAR1. CHO RD-HGA16 TAAR1, Fluo-8 calcium fluorescence, antagonist. inhibition, % at 3 µM. 360,000 tested, 1.5% active. Q96RJ0;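 active means inhibition above a per-plate cutoff, the mean inhibition of test compounds on that plate plus 3 SD, cut at about 49% in these data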;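 further: 0% = DMSO plus EC80 beta-PEA response and 100% = DMSO alone without agonist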
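Assay system: CHO-derived RD-HGA16 cells stably expressing human TAAR1 plus Gα16. Timing: 140 s kinetic read after compound, 140 s after agonist. Technique: kinetic Fluo-8 calcium fluorescence measurement. Measure: % inhibition of agonist calcium response.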
CHO-K1 Ca PAM – nonselective activator or artifact in parental CHO-K1 calcium assay | ATP EC20, Fluo-8 calcium fluorescence; 0% at ATP EC20, 100% at ATP max | activation, % at 3 µM | 360,000 tested, 0.02% active;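 active means activation above the run cutoff, the mean activation of all test compounds plus 3 SD, cut at about 40% in these data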;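 further: peak over basal fluorescence ratio in a 140 s read after ATP addition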
CHRM5 agonist – CHRM5 agonism in calcium assay; AID 624037; 360,000 tested, 0.19% active; activation, % at 3 µM; P08912; CHO-K1 hM5 cells, Fluo-8 calcium fluorescence; 0% DMSO wells, 100% maximal acetylcholine response;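 active means activation above the run's mean over test compounds plus 3 SD, cut at about 23% in these data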;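 further: signal is peak over basal fluorescence ratio across the kinetic read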
Active calls of the source: *; nt = no result given.

SMILES	CHRM4 PAM	CHRM5 antagonist	M5 PAM	CRFBP-R2 block	CRFBP-R2 agonist	TAAR1 agonist	TAAR1 antagonist	CHO-K1 Ca PAM	CHRM5 agonist
CC(C)C(NC(=O)c1ccc(F)cc1)C(=O)N1CCOCC1 (stereo unspecified)	2	-2	-3	1	1.7	2	3	-19	1
COc1ccc(/C=C/C(=O)ONC2=NCCCCC2)cc1OC	0	1	2	-5	0.3	1	-7	-6	-3
O=C(NCc1ccccc1Cl)C1CCCN1C(=O)NCc1ccccc1 (stereo unspecified)	0	4	-4	0	-1.0	0	12	7	1
Oc1ccc(NC(=S)N=Nc2c(O)[nH]c3ccc(Br)cc23)cc1	-1	14	-12	-64	0.5	9	32	20	-6
COc1cc(/C=C/C(=O)OCC(=O)Nc2cc(S(=O)(=O)N(C)C)ccc2Cl)ccc1O	-4	-8	1	-6	0.1	22	-1	25	12
O=S(=O)(Nc1ccc(Cl)cc1)c1ccc2c(c1)CCO2	-7	6	-3	-9	-1.4	15	-11	13	-8
CSc1nc(Cl)c(Br)c(Nc2c[nH]c(=O)[nH]c2=O)n1	3	2	12	-19	2.4	7	-5	-13	3
COc1ccc(OC)c(NC(=O)Nc2ccc3c(c2)CCC3)c1	-5	-12	-3	19	-0.3	-2	-13	-20	-6
COc1ccccc1CNc1ccc(Br)cn1	4	9	-4	-7	-2.2	-4	4	9	-8
C=CCOc1ccccc1CN1CCC(Oc2cc(C(=O)NC3CC3)ccc2OC)CC1	-11	2	-11	-7	7.4	0	-7	8	-7
COCCN1C(=O)COc2ccccc2C1C(=O)NC(C)(C)C (stereo unspecified)	3	-4	7	nt	nt	3	-8	-13	0
CC(C)c1ccc(OCC(=O)NCc2ccccc2)cc1	-1	1	0	-3	1.7	0	8	6	-1
NS(=O)(=O)c1ccc(CNC(=O)C23CC4CC(CC(C4)C2)C3)cc1	9	7	-13	-11	-2.0	14	-3	-9	-3
O=C(Nc1cccc(Cl)c1)C1CC1c1ccccc1 (stereo unspecified)	13	0	-7	25	0.9	3	-9	8	-17
CCOC(=O)c1c(-c2ccc(C)cc2)csc1NC1=NS(=O)(=O)c2ccccc21	-1	8	-7	-22	-3.0	0	-4	-13	1
CNc1nc(C)c(C(=O)OCc2ccccc2)s1	1	1	-1	8	-0.4	11	-5	18	3
OC(c1cccc(Cl)c1)c1nc(-c2ccoc2)cs1 (stereo unspecified)	1	0	2	nt	nt	3	-19	10	0
COc1ccc(Cl)cc1NC(=O)N(C)Cc1c(C)nn(C)c1C	-4	5	4	-11	0.0	1	27	7	-3
COn1c(C)c(C)c2c3nonc3ccc21	-3	16	-6	-1	2.0	5	-22	0	-5
CC(=O)Nc1ccc2c(c1)OCCOCCOc1cc(NC(C)=O)ccc1OCCO2	13	-8	12	-19	5.3	6	9	-14	4
CC(OC(=O)CCCC(=O)Nc1ccc(F)cc1)C(=O)c1ccccc1 (stereo unspecified)	-3	-1	-5	-5	-0.7	1	6	-18	1
N#CCOC(=O)c1sccc1-n1cccc1	1	-3	1	-35	-0.2	5	-7	-2	-6
Cc1ccc(C(=O)OCC(=O)NCc2ccc(Cl)cc2Cl)o1	5	11	-1	5	-0.1	8	4	-17	-4
CC(C)NC(=NCc1ccc(Cl)cc1Cl)Nc1ccccc1	-9	6	-5	-14	1.8	6	-8	9	-3
CCOc1ccccc1/C=N/NC(=O)c1nnn(-c2nonc2N)c1CN1CCCC1	-3	-15	5	6	-0.1	0	-29	3	-3

Copied from the list:
`CCOC(=O)c1c(-c2ccc(C)cc2)csc1NC1=NS(=O)(=O)c2ccccc21` @ CHRM5 agonist = 1
`COc1ccc(Cl)cc1NC(=O)N(C)Cc1c(C)nn(C)c1C` @ CHO-K1 Ca PAM = 7
`CSc1nc(Cl)c(Br)c(Nc2c[nH]c(=O)[nH]c2=O)n1` @ CHRM5 agonist = 3

Other results follow.
SMILES	CHRM4 PAM	CHRM5 antagonist	M5 PAM	CRFBP-R2 block	CRFBP-R2 agonist	TAAR1 agonist	TAAR1 antagonist	CHO-K1 Ca PAM	CHRM5 agonist
CC(C)(C)OC(=O)N1CCC[C@H]1c1nnc(SCc2ccccc2F)o1	0	-3	-1	1	-2.3	4	9	4	1
C=CCNC(=S)Nc1ccc(OC)c(S(=O)(=O)N2CCOCC2)c1	5	2	2	-16	-0.1	0	-2	-8	3
O=S(=O)(N[C@H](CO)Cc1ccccc1)c1ccc(Br)cc1F	-3	-4	1	12	-0.8	2	-8	14	-1
Cc1cc(C=O)c(C)n1-c1cc(C(=O)O)cc(C(=O)O)c1	5	-5	-9	-1	-1.5	1	-5	20	-1
N#Cc1ccc(Cl)cc1NC(=O)CNc1cccc(S(=O)(=O)N2CCCC2)c1	4	6	-2	1	-0.1	2	-3	-4	4
O/N=C/c1cn(-c2ccc(Cl)cc2)nn1	8	-7	-1	40	0.8	-1	-3	19	0
Cc1ccc2oc(=O)c(/C=C(\O)c3ccco3)nc2c1	-2	-7	10	-54	147*	13	-45	7	3
CCCCCCN1C[C@H](n2cc(COC(=O)c3ccccc3)nn2)[C@@H](O)C[C@@H]1c1ccc(OC)cc1	-8	-1	3	5	-1.0	4	-29	1	-1
O=S(=O)(NC1CCCCC1N1CCN(c2ccc(F)cc2)CC1)c1ccc(Cl)cc1 (stereo unspecified)	-5	4	-3	-79	105*	nt	nt	-1	-4
CCOc1ccc(CCNC(=O)Cc2ccc(S(=O)(=O)N3CCOCC3)s2)cc1OCC	-1	1	2	15	-2.3	3	-16	20	1
CC1=CC(C)(C)N2C(=O)C3(SCC(=O)N3c3ccc(O)cc3)c3cc(C)cc1c32 (stereo unspecified)	13	-2	2	-102	0.8	16	7	-8	8
COC(=O)N/N=C/c1ccc(-c2ccc(C)c(Cl)c2)o1	10	3	-3	-2	0.9	-1	-8	17	4
Cc1ccccc1NC(=O)N1CCc2ccccc2C1	-6	4	1	19	-1.5	84*	0	20	1
N#Cc1c(N)c(C(=O)c2ccccc2)n2ccccc12	12	5	2	-2	-1.3	9	11	19	-2
COc1ccccc1C(=O)NC(CCSC)C(=O)OCC(=O)N1CCCC1=O (stereo unspecified)	14	4	3	2	0.0	4	2	9	-1
O=C(O)Cc1ccc(OCc2ccc(Cl)nc2)cc1	6	-11	3	0	-1.8	6	-6	-2	1
O=C(NC1CCCCCC1)c1cc(S(=O)(=O)N2CCOCC2)ccc1N1CCCCC1	-6	3	-6	-7	-0.3	18	-14	7	0
CSCCC(NC(=O)c1ccc([N+](=O)[O-])cc1Cl)C(=O)OCC(=O)N(C)C (stereo unspecified)	10	-1	1	0	0.5	0	-8	-8	1
CN(C)CCOC(=O)NC12CC3CC(CC(C3)C1)C2	0	5	2	-3	-0.9	1	-3	17	-2
Fc1ccc(-c2nc3c(-c4ccccc4)cnn3cc2CCN2CCOCC2)cc1	4	-6	7	-7	3.1	6	-6	15	9
COc1ccc(CCNC(=O)Cn2c(=O)n(CC3CCCO3)c(=O)c3ccccc32)cc1OC (stereo unspecified)	-3	14	-6	7	-0.8	-1	-19	-15	-3
O=S(=O)(Nc1nc2ccccc2nc1N1CCN(CCO)CC1)c1cc(F)ccc1F	3	0	2	5	-0.7	0	-2	-7	1
O=C(OCc1ccccc1)N1CCC2CC1c1cc(-c3cc4ccccc4o3)ccc12 (stereo unspecified)	10	0	-2	1	3.7	1	-21	17	1
Cc1ccc(SC[C@H](Cc2ccccc2)N2CCN(CCc3ccccc3)CCC2=O)cc1	17	4	4	28	11	1	-4	-3	-5
CC(Oc1ccccc1)c1nnc(N)s1 (stereo unspecified)	-2	-3	12	19	-1.4	1	10	2	2

A portion of the results above, for reference:
SMILES	CHRM4 PAM	CHRM5 antagonist	M5 PAM	CRFBP-R2 block	CRFBP-R2 agonist	TAAR1 agonist	TAAR1 antagonist	CHO-K1 Ca PAM	CHRM5 agonist
CC(C)(C)OC(=O)N1CCC[C@H]1c1nnc(SCc2ccccc2F)o1	0	-3	-1	1	-2.3	4	9	4	1
C=CCNC(=S)Nc1ccc(OC)c(S(=O)(=O)N2CCOCC2)c1	5	2	2	-16	-0.1	0	-2	-8	3
O=S(=O)(N[C@H](CO)Cc1ccccc1)c1ccc(Br)cc1F	-3	-4	1	12	-0.8	2	-8	14	-1
Cc1cc(C=O)c(C)n1-c1cc(C(=O)O)cc(C(=O)O)c1	5	-5	-9	-1	-1.5	1	-5	20	-1

Going on with the list.
SMILES	CHRM4 PAM	CHRM5 antagonist	M5 PAM	CRFBP-R2 block	CRFBP-R2 agonist	TAAR1 agonist	TAAR1 antagonist	CHO-K1 Ca PAM	CHRM5 agonist
COc1cc(NC(=S)N2c3ccccc3CC2C)cc(OC)c1 (stereo unspecified)	3	8	1	-13	0.7	-1	2	11	-1
CCN(Cc1cc2ccccc2[nH]c1=O)C(=O)C(C)C	2	-5	9	4	0.8	2	-2	12	-2
CCOC(=O)c1ccc(NC(=S)N2CCSC2c2ccc(Br)cc2)cc1 (stereo unspecified)	-8	13	2	-100	101*	138*	103*	-6	14
O=[N+]([O-])c1cnccc1Nc1ccc(F)cc1	15	-12	5	-15	-0.3	0	-10	21	-2
COC(=O)c1ccc(Sc2ccccc2NS(=O)(=O)c2ccc(NC(C)=O)cc2)nc1	-6	5	-9	19	0.4	2	-16	10	1
CCOC(=O)c1ccc(S(=O)(=O)n2c(CN3CCCCC3)nc3ccccc32)cc1	-6	-5	4	-15	-0.5	5	-4	2	0
COc1ccc(-c2c[n+]3c(n2-c2ccccc2)CCCCC3)cc1	-10	-3	-3	-12	-1.1	1	-3	16	-10
CC(=O)Nc1cccc(NC(=O)CSc2nc(=O)n(CCCN3CCOCC3)c3c2CCC3)c1	6	2	-2	10	-0.1	1	1	-9	2
Cc1ccc(C)c(N2N=C(C(=O)Nc3ccccc3N3CCOCC3)CCC2=O)c1	3	1	6	3	-0.6	7	8	5	-3
COc1ccc(C(=O)Nc2ccc3c(c2)OCCO3)cc1[N+](=O)[O-]	-1	-10	-6	14	-1.4	0	4	20	0
COc1cccc(C2CC(=O)N3CN(c4ccccc4F)CSC3=C2C#N)c1 (stereo unspecified)	-3	3	-4	47	4.1	1	-3	6	3
Cc1ccc(-n2ncc3c(SCc4cccnc4)ncnc32)c(C)c1	-11	18	-23	29	-1.2	-3	-16	-9	-5
CCN(CC)CC(=O)N1CCCC(C(=O)c2ccccc2OC)C1 (stereo unspecified)	4	2	2	-3	-0.6	7	4	3	-2
O=C(O)c1ccccc1/C=N/NC(=S)NC1CCCCC1	8	-4	5	1	-1.6	0	-25	9	2
O=C(NC1CCCCC1)c1ccc(COCC(F)(F)F)o1	-1	0	-3	19	-0.6	-2	1	14	-4
Cc1ccc(SCc2nc(-c3ccccn3)no2)cc1	7	-3	3	-7	-2.2	10	2	10	0
COC(=O)CSc1nc(-c2ccc(C)cc2)c2c(c1C#N)CCCC2	0	-5	4	-11	1.5	11	27	17	-8
Cc1ccc(NC(=O)COC(=O)Cn2c(C)csc2=O)cc1S(=O)(=O)N1CCOCC1	4	1	11	-7	-0.1	9	9	16	7

Assay outcomes: PubChem, several laboratories
